PABP1 MLLE inh = blocks PAM2 peptide binding to the PABP1 MLLE domain; inhibition, % at 20 µM; P11940; GST-MLLE / FITC-PAM2 fluorescence polarization; actives 0.36% (n = 360,000); AID 588489; in the data active = inhibition above about 35%, passing the limit was not always enough;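 also: plate controls were DMSO wells with GST-MLLE for no effect and wells lacking GST-MLLE protein for full effect; some results filed as inactive read as strong as hits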
Rin1 Abl inh = blocks binding of human Rin1 to Abl; AID 588664; TR-FRET Rin1/Abl binding, biochemical; actives 0.4% (n = 360,000); inhibition, % at 7.35 µM; in the data active = inhibition above about 5%, passing the limit was not always enough
FAS-TE inh = FAS thioesterase (human) inhibition; P49327; inhibition, % at 15 µM; recombinant FAS-TE, OMFH fluorogenic substrate, fluorescence endpoint; actives 0.67% (n = 360,000);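 active = compounds whose normalised, plate-corrected inhibition of enzyme fluorescence in the single-dose primary screen is 50% or more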;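 also: 0% = DMSO with enzyme and 100% = substrate without enzyme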
CSN inh = inhibitors of human CSN-mediated cullin deneddylation; Q92905; Purified CSN, SCF-Nedd8-OG deneddylation, fluorescence polarization; inhibition, % at 12.5 µM; actives 0.38% (n = 360,000); AID 651999;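 active = pattern-corrected inhibition above about 35%, with an unprinted fluorescence ratio check between 0.5 and 1.5, limit read from the data, passing the limit was not always enough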;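 also: 0% = enzyme with substrate and 100% = substrate without enzyme; some results filed as inactive read as strong as hits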
Target sequence (Q92905 whole entry, looked up, one chain of several): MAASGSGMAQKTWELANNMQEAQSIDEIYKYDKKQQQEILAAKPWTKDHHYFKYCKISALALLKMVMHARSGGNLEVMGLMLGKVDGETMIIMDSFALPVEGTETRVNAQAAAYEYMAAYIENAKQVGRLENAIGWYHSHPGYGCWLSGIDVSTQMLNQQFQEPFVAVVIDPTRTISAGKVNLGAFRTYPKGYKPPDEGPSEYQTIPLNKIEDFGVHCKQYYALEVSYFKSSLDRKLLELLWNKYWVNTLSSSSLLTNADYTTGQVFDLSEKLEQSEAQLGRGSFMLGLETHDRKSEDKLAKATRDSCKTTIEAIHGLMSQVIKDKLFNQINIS
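Test system: purified human Csn5 enzyme expressed in HEK293T cells. Amount: 0.24 nM enzyme. Reagent: SCFSkp2-Nedd8OG substrate at 10 nM final. Schedule: 90 min incubation of compound, enzyme and substrate at room temperature. Detection: fluorescence polarization. Read-out: % inhibition of substrate cleavage by Csn5.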
Neddyl block = inhibitors of human cullin neddylation. actives 0.58% (n = 360,000). P61081+Q13564. calls only at 25 µM. AID 651699. TR-FRET cullin neddylation, biochemical; in the data active = inhibition above about 36%
SKN-1 block = C. elegans SKN-1 inhibition; C. elegans VP596 Pgst-4::GFP/RFP ratio, acrylamide-induced, 24 h; inhibition, % at 21.8 µM; actives 0.49% (n = 360,000);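 active = interference check ratio from 0.5 to 1.5 plus GFP to RFP signal ratio inhibition reaching or exceeding a fixed threshold, cut at about 30% in these data, passing the limit was not always enough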; also: some compounds called inactive have numbers as strong as hits
Rpn11 block = blocks the human proteasome subunit Rpn11; calls only at 20 µM; O00487; actives 0.59% (n = 360,000); human 26S proteasome, Ub4-pepOG fluorescence polarization; 20S core pre-blocked with epoxomicin; AID 588493;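 active = inhibition at 20 µM, scaled to each plate's controls, above about 33%, limit read from the data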
Target sequence (O00487 whole entry, looked up): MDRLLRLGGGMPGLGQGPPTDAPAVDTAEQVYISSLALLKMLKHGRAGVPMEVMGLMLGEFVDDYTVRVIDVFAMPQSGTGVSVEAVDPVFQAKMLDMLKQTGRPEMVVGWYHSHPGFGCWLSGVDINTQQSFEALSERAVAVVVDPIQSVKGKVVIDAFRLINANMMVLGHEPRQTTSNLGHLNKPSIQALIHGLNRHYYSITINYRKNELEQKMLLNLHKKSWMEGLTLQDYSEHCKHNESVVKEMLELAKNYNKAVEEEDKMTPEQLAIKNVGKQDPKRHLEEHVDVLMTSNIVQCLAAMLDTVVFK
MT1-MMP act inh = inhibitors of human MT1-MMP activation. P50281. HT1080 RFP-PRO-GFP cells, GFP/RFP ratio fluorescence, overnight; percent of plate control window, DMSO zero. GFP/RFP ratio change, % at 20 µM. actives 0.061% (n = 360,000);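 active = GFP/RFP ratio change of at least 30% with cell ATP level not reduced by more than half and red fluorescence within 50% of control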; also: strong numbers were not always called active
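Assay system: HT1080 RFP-PRO-GFP cells | Dosing: 20 µM single dose, 1% DMSO | Incubation: Cells overnight before dosing, compound overnight, 37 °C, 5% CO2 | Evaluation: GFP/RFP fluorescence ratio | Control set: DMSO-only wells and HT1080 RFP-L50D-GFP cell wells as references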
NadD block = inhibitors of Staphylococcus aureus NadD; purified NadD enzyme, colorimetric absorbance read-out; inhibition, % at 20 µM; actives 0.78% (n = 360,000); in the data active = inhibition above about 26%; also: some compounds past the cut are filed as inactive
The depositor's hits bear a star; i = inactive; x = no result given; & = joins results of further samples. Random draw from the library; overall some 3.9% were active at least once.

SMILES | PABP1 MLLE inh | Rin1 Abl inh | FAS-TE inh | CSN inh | Neddyl block | SKN-1 block | Rpn11 block | MT1-MMP act inh | NadD block
O=C(c1ccc(=O)[nH]n1)N1CCN(S(=O)(=O)c2ccccc2F)CC1 | 5 | 4 | -9 | 2 | i | 1 | i | 2 | -4
Cc1cccc(C)c1NC1=C(Cl)C(=O)OC1OC(C)C (stereo not given) | 3 | 3 | -9 | -2 | i | 11 | i | -1 | 2
CC(CC(=O)NC1CCCC1)c1ccccc1 (stereo not given) | 2 | 4 | -3 | 1 | i | 7 | i | -5 | 3
Cc1ccc(OCCCNCCO)c(Br)c1 | -4 | 0 | -10 | 5 | i | -5 | i | -2 | -2
CCCNC(=O)C1(C)CCCN(C(=O)c2cc(C(C)(C)C)nn2C)C1 (stereo not given) | -18 | 3 | -6 | 5 | i | 13 | i | 5 | 0
CC1CC(C)CN(CCCNC(=O)CCNC(=O)Cn2ccc3ccccc3c2=O)C1 (stereo not given) | 11 | 1 | -11 | 2 | i | 24 | i | 3 | 1
CC1C(=O)N(Cc2cn(CCC3OCCCO3)nn2)CCS(=O)(=O)N1Cc1ccc(-c2ccccc2)cc1 (stereo not given) | 14 | 1 | 2 | -6 | i | 11 | i | 2 | 2
CC(C)CC(=NNC(=O)c1ccncc1)c1cc(Cl)ccc1O | -58 | 2 | 17 | 63* | x | -3 | x | -156 | 10
CCOc1ncccc1C(=O)Nc1cc(S(=O)(=O)N2CCCCC2)ccc1OC | -11 | -1 | 5 | -2 | i | 11 | i | -3 | -6
OCCCNc1cc(-c2ccccc2)nc2cc(-c3ccc(F)cc3)nn12 | 0 | -6 | 24 | 0 | x | 14 | i | 6 | -1
O=C(Cn1cnc2c(cnn2-c2ccc(F)cc2)c1=O)N1CCN(c2ccccc2F)CC1 | 9 | -2 | 7 | 3 | i | -4 | i | 1 | -4
C=C(C)c1cccc(C(C)(C)NC(=O)N2CCN(C)CC2)c1 | -2 | 2 | -5 | -1 | i | 14 | i | 7 | -3
Nc1cc(=O)[nH]c(SCc2cccc3ccccc23)n1 | 9 | 0 | 1 | -2 | i | -4 | i | 1 | 3
Cc1cccc(NC(=O)CSc2nnc(CSc3nc(C)cc(C)n3)o2)c1 | -7 | 1 | -4 | 3 | i | 10 | i | -1 | -7
CNC(=O)COc1coc(CN2CCN(Cc3ccccc3)CC2)cc1=O | 0 | 3 | -4 | 1 | i | 7 | i | 0 | -5
C=CCn1c(SCC(=O)Nc2ncc(Cc3cc(Cl)ccc3Cl)s2)nnc1-c1ccncc1 | -11 | 0 | 4 | 12 | i | 8 | i | 5 | 12
S=c1[nH]nc(-c2ccco2)n1/N=C/C(Cl)=C/c1ccccc1 | -92 | 4 | 2 | 9 | i | 8 | i | -1 | 24
COc1ccc(CCNC(=O)CSc2n[nH]c(C)c2[N+](=O)[O-])cc1OC | -4 | -3 | -3 | 4 | i | -3 | i | 1 | -1
Cn1c(N)c(C(=O)COC(=O)c2ccccc2NCc2ccco2)c(=O)n(C)c1=O | 2 | -2 | 5 | -6 | x | 8 | i | -4 | -6
COc1ccccc1NC(=O)COC(=O)C12CC3CC(CC(Cl)(C3)C1)C2 | 10 | -1 | 28 | 3 | i | -5 | i | 1 | -4
CC(=O)c1cccc(N2C(=NC(=O)COc3ccccc3)SC3CS(=O)(=O)CC32)c1 (stereo not given) | 9 | 3 | 3 | -7 | i | -4 | i | 1 | -2
CCCCNc1nc2ccccc2nc1NS(=O)(=O)c1cccs1 | -3 | 0 | -8 | -3 | i | 0 | i | 2 | 1
Cc1cc(C)c(C#N)c(SCS(=O)Cc2ccccc2)n1 (stereo not given) | 5 | 2 | 19 | -1 | i | 4 | i | 0 | 2
CN1CCN(NC(=O)c2c(-c3ccccc3)sc3ccccc23)CC1 | -7 | -3 | -3 | 2 | i | 14 | i | 0 | 2
CN(C(=O)/C=C/c1ccc(F)cc1)C1CCCCC1 | -1 | 1 | -2 | -7 | i | -1 | i | 2 | -6
COc1ccc(CN(Cc2nc3ccccc3c(=O)[nH]2)C(=O)C(C)(C)C)cc1 | -2 | -6 | -3 | -6 | i | 3 | i | -2 | 2
CCOC(=O)c1cc(C)sc1NC(=O)c1ccc(Cl)s1 | -13 | 2 | 17 | -5 | x | -7 | i | -4 | 18
O=C(Cc1cccs1)N(c1ccccc1)C1C=CS(=O)(=O)C1 (stereo not given) | 5 | 3 | -5 | 0 | i | -7 | i | -2 | 0
COc1ccc(CCNC(=O)CSc2nncn2N)cc1OC | -5 | 1 | -7 | 2 | i | 5 | i | -1 | -3
Nc1c2c(nn1-c1ccccc1)CCC2 | -9 | 1 | -3 | 2 | i | -6 | i | 2 | 4

Some of the entries above, set out differently.
SMILES	PABP1 MLLE inh	Rin1 Abl inh	FAS-TE inh	CSN inh	Neddyl block	SKN-1 block	Rpn11 block	MT1-MMP act inh	NadD block
C=C(C)c1cccc(C(C)(C)NC(=O)N2CCN(C)CC2)c1	-2	2	-5	-1	i	14	i	7	-3
Nc1cc(=O)[nH]c(SCc2cccc3ccccc23)n1	9	0	1	-2	i	-4	i	1	3
Cc1cccc(NC(=O)CSc2nnc(CSc3nc(C)cc(C)n3)o2)c1	-7	1	-4	3	i	10	i	-1	-7
CNC(=O)COc1coc(CN2CCN(Cc3ccccc3)CC2)cc1=O	0	3	-4	1	i	7	i	0	-5
C=CCn1c(SCC(=O)Nc2ncc(Cc3cc(Cl)ccc3Cl)s2)nnc1-c1ccncc1	-11	0	4	12	i	8	i	5	12
S=c1[nH]nc(-c2ccco2)n1/N=C/C(Cl)=C/c1ccccc1	-92	4	2	9	i	8	i	-1	24
COc1ccc(CCNC(=O)CSc2n[nH]c(C)c2[N+](=O)[O-])cc1OC	-4	-3	-3	4	i	-3	i	1	-1
Cn1c(N)c(C(=O)COC(=O)c2ccccc2NCc2ccco2)c(=O)n(C)c1=O	2	-2	5	-6	x	8	i	-4	-6
COc1ccccc1NC(=O)COC(=O)C12CC3CC(CC(Cl)(C3)C1)C2	10	-1	28	3	i	-5	i	1	-4
CC(=O)c1cccc(N2C(=NC(=O)COc3ccccc3)SC3CS(=O)(=O)CC32)c1 (stereo not given)	9	3	3	-7	i	-4	i	1	-2
CCCCNc1nc2ccccc2nc1NS(=O)(=O)c1cccs1	-3	0	-8	-3	i	0	i	2	1
Cc1cc(C)c(C#N)c(SCS(=O)Cc2ccccc2)n1 (stereo not given)	5	2	19	-1	i	4	i	0	2
CN1CCN(NC(=O)c2c(-c3ccccc3)sc3ccccc23)CC1	-7	-3	-3	2	i	14	i	0	2

(further entries)
SMILES | PABP1 MLLE inh | Rin1 Abl inh | FAS-TE inh | CSN inh | Neddyl block | SKN-1 block | Rpn11 block | MT1-MMP act inh | NadD block
Cc1ccc(-c2nnn(CC(=O)N(CCO)C(C(=O)NC(C)(C)C)c3ccncc3)n2)cc1 (stereo not given) | -6 | -1 | -5 | -4 | i | -3 | i | 16 | 2
COC(=O)c1cc(S(=O)(=O)C(C)C)c(S(C)=O)s1 (stereo not given) | -6 | -3 | -5 | -4 | i | 20 | i | -2 | 0
O=C(CN1CCCC1)NCC1(c2ccccc2)CCOCC1 | -4 | 1 | -4 | -2 | i | 1 | i | 3 | -2
CCOc1ccc(OCC)c(Nc2cc(C)nc3nc(C)nn23)c1 | 14 | -4 | -7 | -2 | i | 0 | i | -3 | 0
C[C@@H]1CN([C@@H](C)CO)C(=O)CCCn2nncc2CO[C@H]1CN(C)S(=O)(=O)c1ccc(Oc2ccccc2)cc1 | -1 | 0 | -4 | 2 | i | 21 | i | 0 | -2
Cc1onc(-c2ccccc2Cl)c1C(=O)NCCN1Cc2ccccc2C1=O | -14 | 1 | -7 | 1 | i | 15 | i | -3 | -3
O=C(Nc1cccnc1)c1ccc(C(=O)Nc2cccnc2)cc1 | 9 | -1 | -2 | 0 | i | -6 | i | -10 | 0
CCCc1nn2c(N)c(/C=C3\C=Nc4ccccc43)c(=O)nc2s1 | -1&4 | -2&-1 | -4&-15 | 3&-3 | i | -6&0 | i | 0&-2 | -5&-2
COC(=O)c1ccccc1NC(=O)C1CCCCC1C(=O)O (stereo not given) | -2 | 2 | -2 | -1 | i | 2 | i | 3 | -5
O=C(Nc1ccccc1C(=O)N1CCOCC1)C1CCCO1 (stereo not given) | 9 | 0 | -11 | 4 | i | 1 | i | 3 | -5
COc1ccc(OCc2cc(C(=O)NCC3CCCCO3)no2)c(Cl)c1 (stereo not given) | -2 | 0 | -6 | 2 | i | -6 | i | 2 | -5
CC(C)OCCCNC(=O)C(NC(=O)c1ccc(Cl)cc1)C(C)C (stereo not given) | 3 | 2 | -6 | 1 | i | 1 | i | -2 | -1
O=c1cc(NCc2ccccc2)c2ccccc2o1 | 2 | 0 | -1 | 0 | i | 3 | i | 4 | -3
O=C(Cn1cnc2c(nnn2Cc2ccc(F)cc2)c1=O)N1CCCCC1 | 6 | 2 | -3 | 2 | i | 6 | i | 9 | -1
C/C(CCCO)=N/Nc1ccc([N+](=O)[O-])cc1[N+](=O)[O-] | -4 | -4 | 4 | -9 | i | 4 | i | 10 | 2
CN(C)c1cccc(C(=O)N2CCCC(C(=O)c3cc(F)ccc3F)C2)c1 (stereo not given) | 6 | -1 | -4 | -9 | i | 4 | i | -3 | -2
CN(CCO)c1c2c(nc3cc(-c4cccc(F)c4)nn13)CCCC2 | 7 | 1 | 4 | -2 | x | 10 | i | -4 | 1
O=C(NCC1CCCCC1)c1ccc(Br)o1 | -13 | 4 | -3 | -6 | i | 17 | i | 1 | -2
CCOC(=O)N1CCN(C(=O)c2cn(-c3ccc(C)c(C)c3)c(=O)c3ccccc23)CC1 | -1 | 0 | -3 | 0 | i | -4 | i | 5 | -1
Cc1noc(C)c1CSCc1ccc(Cl)cc1 | 9 | 2 | 7 | -3 | i | -4 | i | 2 | -1
CC1CCN(c2ccc3c(c2)S(=O)(=O)c2cccc(C(=O)NC4CC4)c2C3=O)CC1 | -32 | -7 | -16 | 18 | i | 15 | i | -87 | 1
Cc1nc(C)c(C(=O)NCc2ccccc2Cl)o1 | 8 | -1 | -11 | 0 | i | 0 | i | -2 | 2
COc1cc(CCC(=O)OCC(=O)Nc2cccc(S(=O)(=O)N(C)C)c2)cc(OC)c1OC | 6 | -3 | -8 | 1 | i | 3 | i | 1 | -3
CCCCN(C)c1c(C)nc2ccc(C(=O)NCc3cccs3)cn12 | 9 | -2 | 11 | -5 | i | 9 | i | -8 | 0
Cc1nc(C(=O)NC2CCOCC2)sc1C1(C)CC(c2ccccc2)=NO1 (stereo not given) | -6 | 5 | -10 | 1 | i | -3 | i | 3 | -2
COc1ccc(/C=N/NC(=O)c2ccc(NC(C)=O)cc2)cc1COc1ccc(F)cc1F | -9 | 4 | -5 | 17 | x | 5 | i | -2 | 4
